Source: PubChem
GPR35 antagonists = GPR35 antagonists blocking zaprinast-driven arrestin recruitment, primary screen, imaging, U2OS, beta-arrestin-GFP, zaprinast agonist (AID 2058). U2OS GPR35 beta-arrestin-GFP translocation imaging, zaprinast antagonism; higher % means a stronger effect. inhibition, % at 10 µM; hits with a dose series show IC50 in µM. 0.052% of 290,000 active;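 active = inhibition of at least 50% with at least 30 cells and total cytoplasm GFP at most 10,000,000; inconclusive = under 30 cells or total GFP of 10,000,000 plus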
RSV antiviral HEp-2 = RSV antiviral activity via CPE protection, HEp-2 cells, primary 10 µM value included (AID 2391); 0.13% of 310,000 active; HEp-2 cells, RSV-induced CPE inhibition; higher % means a stronger effect; one-dose CPE inhibition, % at 10 µM; IC50 in µM for titrated hits; in the data active = a potency from the dose series; inconclusive = CPE inhibition mostly from about 23% at the one dose, without a potency; inactive = the rest, 99 in 100 with CPE inhibition below about 21%; also: strong numbers were not always called active
West Nile antiviral = inhibition of WNV-induced cytopathic effect – cell-based, CPE readout (AID 1621); West Nile virus-infected cells, CPE inhibition; higher % means a stronger effect; CPE inhibition, % at 10 µM; hits with a dose series show IC50 in µM; 0.02% of 290,000 active; in the data active = a potency from the dose series; inconclusive = CPE inhibition mostly from about 3.7% at the one dose, without a potency; inactive = the rest, 99 in 100 with CPE inhibition below about 2.2%; also: strong numbers were not always called active
Dengue-2 NS5 capping = Dengue-2 NS5 methyltransferase inhibitors, primary screen, biochemical, confirmation dose response (AID 588689); 0.3% of 340,000 active; inhibition, % at 25 µM, or IC50 in µM where a hit was titrated; Dengue-2 NS5 methyltransferase capping enzyme assay, biochemical; higher % means a stronger effect; in the data active = a potency from the dose series; inconclusive = inhibition above about 29% without an active follow-up result
PhoP inhibition = PhoP-dependent GFP reporter repression – Salmonella Typhimurium, primary screen (AID 1863). 0.16% of 300,000 active. inhibition, % at 50 µM; hits with a dose series show IC50 in µM. S. Typhimurium PhoP-regulated promoter GFP reporter, 4 h; higher % means a stronger effect;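 active = inhibition over 29.93%, a cutoff 3 SD above the screen mean, later confirmed by dose response; inconclusive = inhibition over 29.93% but no dose response follow-up; inactive = inhibition at most 29.93% or unconfirmed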;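 also: 0% = low Mg2+ inducing control and 100% = high Mg2+ repressing control; strong numbers were not always called active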
SV40 large T antigen = TAg ATPase/helicase activity blockers – biochemical (AID 1903). 0.39% of 310,000 active. inhibition, % at 20 µM, or IC50 in µM where a hit was titrated. SV40 large T antigen ATPase/helicase inhibition assay; higher % means a stronger effect; in the data active = a potency from the dose series; inconclusive = inhibition mostly from about 32% at the one dose, without a potency; inactive = the rest, 99 in 100 with inhibition below about 32%; also: strong numbers were not always called active
ER stress rescue = protection against thapsigargin-triggered cell killing – 384-well, CSM14.1, ATP luminescence, primary screen (AID 1222) | one-dose cellular ATP content (survival), % at 20 µM; EC50 in µM for titrated hits | CSM14.1 thapsigargin-induced death rescue, ATP luminescence; higher % means a stronger effect | 190,000 tested, under 10 active;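 active = EC50 below 50 µM in the dose-response confirmation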;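 also: death triggered by thapsigargin at about 15 µM added after 2 h compound pretreatment; cell ATP read after overnight thapsigargin exposure of roughly 18 to 22 hours; normalized against plate controls of thapsigargin alone and 5% DMSO vehicle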
MgcRacGAP inhibition = MgcRacGAP GTPase-activating activity inhibitors, confirmation, biochemical, ADP Hunter fluorescence | inhibition, % at 30 µM, or IC50 in µM where a hit was titrated | MgcRacGAP-stimulated Rac1 GTP hydrolysis, ADP Hunter fluorescence; higher % means a stronger effect; GST-tagged Rac1 F28L mutant substrate | 0.6% of 340,000 active;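 active = first-screen hits whose inhibition reached a set limit at any dose in the follow-up dose series; inconclusive = inhibition above the set first-screen limit but never retested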;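 also: fluorescence reports GDP produced by GAP-driven GTP hydrolysis; strong numbers were not always called active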
LYP phosphatase = PTPN22 lymphoid phosphatase activity blockers – biochemical, fluorescence intensity, uHTS (AID 1779); recombinant LYP phosphatase, fluorescence intensity; higher % means a stronger effect; inhibition, % at 11.5 µM, or IC50 in µM where a hit was titrated; 0.054% of 290,000 active; in the data active = inhibition above about 50%;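 also: plate controls were vehicle with enzyme for no effect and no enzyme for full effect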
Dengue-2 NS5 capping pilot replicate = further read-out of Dengue-2 NS5 capping, marked with its call; inhibition, %; measured here: pilot screen replicate inhibition
* = called active by the depositor; ? = inconclusive; . = not tested or not shown; & = joins results of further samples.

SMILES | GPR35 antagonists | RSV antiviral HEp-2 | West Nile antiviral | Dengue-2 NS5 capping | PhoP inhibition | SV40 large T antigen | ER stress rescue | MgcRacGAP inhibition | LYP phosphatase | others
CC(=O)c1c(C)[nH]c(C(=O)OCC(=O)Nc2ncc(Cl)c(C)c2Cl)c1C | 11% | 2.6% | -0.9% | 5% | -12% | 11% | 1.5% | 9% | -5%
CCc1cccc(CC)c1NC(=O)C1CC(=O)N(c2ccc3c(c2)OCCO3)C1 (stereo not drawn) | -14% | 0.9% | -0.1% | -2% | 4% | 16% | -2.4% | -1% | -3%
COc1cc(NC(=O)c2cc(OC)c(OC)c(OC)c2)cc(-n2cnnn2)c1 | 8% | 2.4% | -0.5% | -14% | -1% | 6% | . | 1% | -10%
O=C(CCNS(=O)(=O)c1cccc2nsnc12)Nc1ccc2c(c1)OCCO2 | 6% | -0.7% | 0.0% | -7% | 32% | 1% | -1.8% | 11% | -5%
CC1CCN(C(=O)c2ccc(NC(=O)c3cccs3)cc2)CC1 | 11% | 5.9% | -0.4% | -8% | -2% | 22% | . | 6% | -8%
C/C(=N\NC(=O)c1nnn(-c2nonc2N)c1CN(C)c1ccccc1)c1ccc(O)cc1 | -26% | 7.1% | -0.1% | -4% | -3% | 25% | . | 16% | -3%
CC1(OC(=O)CCc2ccccc2)C(=O)C=C2C=C(c3ccsc3)OC=C2C1=O (stereo not drawn) | -10% | 1.3% | 0.1% | . | 3% | 31% | . | . | -1%
Cc1ccc(C2=CC(c3ccc(N(C)C)cc3)n3nnnc3N2)cc1 (stereo not drawn) | -3% | 1.7% | -0.2% | -17% | 2% | 13% | -0.1% | 12% | -1%
CN1CCCN(C(=O)c2ccc(Cl)cc2)CC1 | 5% | -0.9% | -0.1% | -3% | 2% | -2% | . | 10% | -9%
O=C(CN1C(=O)CCC1=O)Nc1cccc2c1C(=O)NC2=O | 2% | 5.0% | -0.1% | 1% | 3% | 8% | -6.0% | 3% | 1%
CCOCCCNC(=O)c1cccc(OC2CCN(S(C)(=O)=O)CC2)c1 | 1% | -0.3% | -0.6% | 1% | 2% | 11% | . | 6% | -6%
CN1C(=O)S/C(=C/c2ccccc2OCc2ccc(C(=O)O)cc2)C1=O | 0% | 3.2% | 1.9% | 5% | 4% | 13% | -1.0% | 2% | -2%
COc1cc(NC(=O)CN2CCN(c3ccccc3O)CC2)c(C)cc1[N+](=O)[O-] | -9% | 0.6% | 0.1% | -3% | -11% | 11% | -5.8% | 4% | -1%
COc1ccc(OC)c(NC(=O)CSc2nnc(Cc3cccn3C)n2CCc2ccccc2)c1 | 3% | -1.3% | 0.3% | 0% | -3% | 2% | -0.4% | 0% | 1%
CCCCc1cc(=O)oc2c(C)c(OCC(=O)N3CCCC3)ccc12 | 11% | 1.8% | -0.7% | -3% | -12% | -6% | . | 4% | 2%
CCOc1ccccc1NS(=O)(=O)c1ccc(Br)s1 | -4% | 3.6% | -0.5% | 0% | 14% | -7% | 4.4% | 7% | -10%
Nc1nc(NCc2ccccc2)nc(Nc2cccc(F)c2)c1[N+](=O)[O-] | 5% | 3.0% | -0.3% | 2% | -7% | 11% | 2.8% | 9% | 2% | Dengue-2 NS5 capping pilot replicate=-0.3
CC(=O)c1c(C)[nH]c(C(=O)CSc2nc3ccc(C)cc3[nH]2)c1C | -9% | 3.4% | 0.3% | -19% | -3% | 8% | -3.0% | 17% | 4%
COCC(C)n1c(-c2ccc3c(c2)NC(=O)CO3)csc1=Nc1ccc(OC(F)F)cc1 (stereo not drawn) | 6% | 1.4% | -0.5% | 3%&2% | 5% | 3% | -0.9% | 3%&6% | 1%
Cn1nc(C(=O)N2CCN(c3ccccc3)CC2)c2c1-c1ccccc1S(=O)(=O)C2 | -8% | 3.5% | -0.7% | 3% | -9% | 11% | . | -4% | -13%
CS(=O)(=O)N(CC(=O)Nc1ccccc1Sc1ccccc1)C1CCCCC1 | 13% | 14% | -1.4% | -3% | -3% | 3% | -1.2% | -1% | 1%
O=C(N/N=C/C1CC=CCC1)c1cc(Br)ccc1O (stereo not drawn) | -1% | 2.0% | 0.1% | 0% | 13% | 2% | -1.0% | 2% | -8%
CCOc1cc(/C=C(/C#N)c2ccc(F)cc2)ccc1OCc1ccc(C(=O)O)o1 | 12% | 3.7% | 0.9% | -1% | -5% | 4% | -2.7% | 5% | 3%
Cc1ccccc1C(=O)O/N=C(\c1ccccc1)c1ccccn1 | -2% | 1.2% | -0.1% | -1% | 0% | 12% | 0.6% | -1% | 3%
O=C(NC(=S)Nc1ccc(F)c(Cl)c1)C1CC1 | 14% | 1.7% | -0.2% | -1% | -6% | 24% | . | 5% | -10%
CCC(=O)Nc1ccccc1C(=O)N1CCCC1 | 1% | 0.6% | -0.5% | -2% | -1% | -1% | -5.3% | 3% | -5%
O=C(CC1(O)C(=O)N(CCc2ccccc2)c2ccccc21)c1ccco1 (stereo not drawn) | -2% | 0.3% | -0.1% | 2% | 0% | 24% | . | 14% | -2%
COc1ncccc1-c1nnn(-c2ccc(Cl)nc2)n1 | -3% | 2.3% | 0.5% | -6% | -3% | 4% | 0.1% | 7% | -9%
COc1ccc(CCNC(=O)C2CCN(Cc3nc(-c4ccccc4C)oc3C)CC2)cc1OC | 1% | 13% | -2.2% | -42% | 10% | 15% | -1.3% | 4% | -2%
COc1cc(C(=O)NNC(=O)C2CC2)cc(OC)c1OC | -4% | 0.8% | 1.4% | -4% | -4% | 17% | . | -12% | 8%
COc1ccc(OC)c(S(=O)(=O)Nc2cc3c4c(c2)CCN4C(=O)CC3)c1 | . | -2.5% | . | 4% | -5% | 13% | . | 1% | .
Cc1cc(=O)[nH]c(SCC(=O)NC2CCCCC2)n1 | 4% | -0.2% | 0.6% | -4% | 11% | 15% | . | 4% | -2%
O=c1[nH]cnc2c1C(c1ccccc1[N+](=O)[O-])c1c(nc[nH]c1=O)O2 | -2% | 2.1% | 0.0% | 16% | -5% | 8% | -1.7% | -1% | 2% | Dengue-2 NS5 capping pilot replicate=-0.9
Cc1cc(C)nc(N/C(=N\S(=O)(=O)Cc2ccccc2)Nc2ccccc2Br)n1 | 0% | 6.7% | -0.9% | 3% | 11% | -81% | 0.1% | 4% | 10%
COC(=O)c1c(C)oc(C)c1S(=O)(=O)NCc1cccs1 | 4% | 1.2% | -0.2% | -8% | -3% | 7% | . | 3% | -1%
Cn1nnc(NC(=O)COc2ccc(C3CCCCC3)cc2)n1 | -7% | ? | . | -2% | -5% | 4% | -1.2% | 10% | 2%
CC(C)CCNC(=O)CN(C(=O)CCC(=O)Nc1nccs1)c1ccc2c(c1)OCCO2 | -5% | 0.8% | 0.2% | -3% | -9% | 8% | . | 11% | -5%
Cc1cc(C)nc(N2CCC(C(=O)NNC(=O)c3ccc(Cl)cc3)CC2)n1 | 7% | -0.3% | 0.8% | -2% | -6% | 21% | . | 7% | 3%
C=C1CCN([C@H](C(=O)NCc2ccco2)C(C)C)S(=O)(=O)c2ccccc21 | -10% | 2.3% | -1.1% | -11% | -5% | 4% | . | 2% | -9%
CC(=O)Cc1nsc(NC(=O)c2ccc(-c3ccc(Cl)c(C(F)(F)F)c3)o2)n1 | -2% | 5.2% | 0.1% | . | . | . | -0.8% | . | 0%
C1CSC2(N1)C1CC3CC2CC(C1)C31NCCS1 (stereo not drawn) | 6% | 0.1% | 0.0% | -6% | -6% | 12% | -0.6% | 13% | -14%
O=C1OCC2=C1C(c1ccccc1)CC(=O)N2c1ccccc1 (stereo not drawn) | -4% | 0.2% | 0.7% | -5% | -4% | 8% | -1.5% | 15% | 2%
NC(=O)CC(NC(=O)Cc1cccc2ccccc12)c1ccc(NC2CCC2)c([N+](=O)[O-])c1 (stereo not drawn) | -5% | -1.7% | 0.3% | -11% | -5% | 9% | . | 7% | -2%
COc1ccccc1CNCc1cc(Br)ccc1OC | 7% | -0.6% | -0.8% | 1% | -1% | 12% | -1.5% | 23% | -7%
CCOc1ccc(NS(=O)(=O)c2ccc(NC(=S)NC(=O)C(C)C)cc2)cc1 | 2% | ? | -0.3% | -1% | 10% | -1% | 1.8% | 14% | -1%
CC(C)NC(=S)N1CCN(c2ncccn2)CC1 | 4% | 2.3% | 0.2% | 5% | 8% | 2% | -0.3% | 10% | 0%
O=c1c2ccccc2n(CC(O)CN2CCCCC2)c2ccccc12 (stereo not drawn) | 2% | 0.1% | -0.3% | . | -11% | 11% | . | . | -16%
Cn1c(-c2ccccc2)cnc1NCc1cc2c(cc1[N+](=O)[O-])OCO2 | 5% | 1.1% | -0.2% | 3% | 12% | 7% | -2.4% | ? | 1%
CC(=O)N1CCN(Cc2nc3cc(NC(=O)c4ccc(F)cc4)ccc3n2C)CC1 | -1% | 0.0% | -0.3% | -1% | . | . | -0.3% | 5% | -12%
COc1cccc([C@@H]2CC=C(C(=O)O)[C@H](c3ccc(F)cc3)N2S(=O)(=O)c2ccc(C)cc2)c1 | . | 2.8% | . | 5% | -8% | 8% | . | 5% | .
Cc1cc(=O)oc2ccc(OCC(=O)N3CCc4ccccc43)cc12 | 3% | 1.5% | -0.2% | 1% | 4% | 1% | 0.7% | 1% | -10%
CCOc1ccc(Nc2nc(N(C)c3ccccc3)nc(N)c2[N+](=O)[O-])cc1 | 11% | 1.1% | 0.1% | -1% | 2% | 3% | . | 3% | -3%
CCOC(=O)c1[nH]c(C)c(C(=O)N2CCN(c3cccc(Cl)c3)CC2)c1C | 9% | 30% | -0.3% | -1% | -2% | 6% | . | 6% | 3%
CC(=O)Oc1cccc(N2C(=O)C3C4C=CC(C4=C(C)C)C3C2=O)c1 (stereo not drawn) | -18% | 1.1% | 0.2% | -6% | 10% | 3% | -2.7% | 5% | -5%
Cn1c(CSCC(=O)Nc2ccccc2)nnc1SCc1ccccc1 | 18% | 0.6% | 1.4% | -9% | -3% | 9% | . | 4% | -8%
CCN(C(=O)Cn1c(=O)n(Cc2ccccc2)c(=O)c2ccccc21)c1cccc(C)c1 | -7% | 4.3% | 1.1% | 0% | 9% | 15% | -1.1% | 0% | 4%
Cc1cc(C)n2ncc(S(=O)(=O)c3ccccc3)c2n1 | -2% | 2.4% | -0.4% | -7% | 13% | 4% | -0.3% | 5% | -5%

2 consecutive records out of the list so far, quoted:
SMILES | GPR35 antagonists | RSV antiviral HEp-2 | West Nile antiviral | Dengue-2 NS5 capping | PhoP inhibition | SV40 large T antigen | ER stress rescue | MgcRacGAP inhibition | LYP phosphatase | others
CC(C)NC(=S)N1CCN(c2ncccn2)CC1 | 4% | 2.3% | 0.2% | 5% | 8% | 2% | -0.3% | 10% | 0%
O=c1c2ccccc2n(CC(O)CN2CCCCC2)c2ccccc12 (stereo not drawn) | 2% | 0.1% | -0.3% | . | -11% | 11% | . | . | -16%
